From PubChem
Xi reactivation: reactivates the inactive X chromosome in mouse fibroblasts | XiGFP mouse fibroblasts, % GFP-positive cells imaging, 3 d; cells co-treated with 5-aza-dC sensitizer; scaled so ellipticine positive control = 100% | activation, % at 7.58 µM | hit rate 0.055% among 360,000;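 active means mean normalized replicate activation at least 10% and every replicate at or above 10%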;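 further: 0% = median of on-plate neutral control wells and 100% = ellipticine 6 µM median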
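Material: SV40-immortalized XiGFP fibroblast cells, line 68-5-11 | Buffer or medium: DMEM containing 5-aza-dC | Dosing: One concentration, pinned | Times: 3 d treatment, 15 min room-temperature fixation | Controls: Ellipticine 6 µM positive control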
ERp5 block: inhibitors of human ERp5; Q15084; ERp5 insulin aggregation, absorbance 650 nm, 90 min; inhibition, % at 9.99 µM; hit rate 0.05% among 350,000; AID 651711;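 active means mean replicate inhibition above about 25%, with every replicate also reaching it, limit read from the data, passing the limit was not always enough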
S100A4 MyoIIA: S100A4-myosin IIA interaction inhibition; inhibition, % at 10.7 µM; AID 652163; hit rate 0.14% among 360,000; S100A4/TAMRA-MyoIIA peptide fluorescence polarization; P26447;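 active means mean inhibition of at least 70% across replicates, with every replicate also reaching that level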
Target sequence (P26447 whole entry, looked up): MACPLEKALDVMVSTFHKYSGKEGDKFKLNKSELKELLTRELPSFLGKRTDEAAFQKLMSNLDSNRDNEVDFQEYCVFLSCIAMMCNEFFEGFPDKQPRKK
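Material: S100A4 monomer protein | Medium: HEPES pH 7.2 with CaCl2, KCl, NaCl, DTT, Triton | Reagent: Labelled myosin peptide probe, 5 nM | Doses: One dose per compound | Times: 5 min incubation before reading | Benchmarks: Neutral control DMSO, positive control TFP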
esBAF inh: inhibitors of esBAF chromatin remodeling in mouse ES cells | Bmi1-luciferase knock-in reporter, 24 h; 100% = twice the neutral-well signal | reporter increase, % at 12.5 µM | hit rate 2% among 350,000 | AID 602393; in the data active means activation above about 40%;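 further: 0% = median of the plate's neutral control wells and 100% = double that signal; a rise in the Bmi1 reporter signal indicates esBAF inhibition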
RAD54 inh: blocks human RAD54 Holliday junction branch migration; hit rate 0.14% among 360,000; inhibition, % at 10.4 µM; FAM/BHQ fluorescence; Q92698;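 active means mean normalized replicate activity at least 40 and at least half of replicates scoring 40 or more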;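 further: 0% = median of neutral control wells and 100% = median of positive control wells; inhibitors cause a drop in the FAM fluorescence signal; in these data hits start at about 50%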
E-selectin induc: E-selectin induction on HUVECs; P16581; HUVEC E-selectin immunofluorescence imaging; normalized: neutral wells 0, TNF-alpha wells 100; activation, % at 7.58 µM; hit rate 0.37% among 260,000;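 active means mean E-selectin-positive cell signal at least 10% of the positive control, reached in at least 60% of replicates, without over 20% cell loss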;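 further: in these data hits start at about 27%; measured in HUVEC primary endothelial cells; signal is the percent of cells scored E-selectin positive by PE staining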
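Test system – human umbilical vein endothelial cells (HUVEC), E-selectin induction · Input – 3,000 HUVEC seeded per well · Buffer or medium – EGM-2, gelatin · Compound dosing – single-point compound dose · Detection – immunofluorescence imaging · Measure – percent E-selectin-positive cells · Controls – TNF-alpha high, DMSO low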
RAD52 inh: inhibitors of human RAD52 DNA annealing; inhibition, % at 18.7 µM; P43351; AID 651710; hit rate 0.46% among 360,000; recombinant RAD52 DNA annealing, FRET fluorescence;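 active means every replicate showing at least 50% inhibition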
ERAP1 HTS inh: ERAP1 (human) enzyme inhibition | Q9NZ08 | recombinant ERAP1, Leu-AMC fluorescence, 60 min | inhibition, % at 10.7 µM | hit rate 0.15% among 340,000;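 active means mean replicate inhibition of at least 30%, or all replicates individually reaching that 30% level; inactive means mean below 30% and not every replicate reaching it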;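 further: 0% = neutral control wells and 100% = L-leucinethiol positive control wells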
Target sequence (Q9NZ08 whole entry, looked up): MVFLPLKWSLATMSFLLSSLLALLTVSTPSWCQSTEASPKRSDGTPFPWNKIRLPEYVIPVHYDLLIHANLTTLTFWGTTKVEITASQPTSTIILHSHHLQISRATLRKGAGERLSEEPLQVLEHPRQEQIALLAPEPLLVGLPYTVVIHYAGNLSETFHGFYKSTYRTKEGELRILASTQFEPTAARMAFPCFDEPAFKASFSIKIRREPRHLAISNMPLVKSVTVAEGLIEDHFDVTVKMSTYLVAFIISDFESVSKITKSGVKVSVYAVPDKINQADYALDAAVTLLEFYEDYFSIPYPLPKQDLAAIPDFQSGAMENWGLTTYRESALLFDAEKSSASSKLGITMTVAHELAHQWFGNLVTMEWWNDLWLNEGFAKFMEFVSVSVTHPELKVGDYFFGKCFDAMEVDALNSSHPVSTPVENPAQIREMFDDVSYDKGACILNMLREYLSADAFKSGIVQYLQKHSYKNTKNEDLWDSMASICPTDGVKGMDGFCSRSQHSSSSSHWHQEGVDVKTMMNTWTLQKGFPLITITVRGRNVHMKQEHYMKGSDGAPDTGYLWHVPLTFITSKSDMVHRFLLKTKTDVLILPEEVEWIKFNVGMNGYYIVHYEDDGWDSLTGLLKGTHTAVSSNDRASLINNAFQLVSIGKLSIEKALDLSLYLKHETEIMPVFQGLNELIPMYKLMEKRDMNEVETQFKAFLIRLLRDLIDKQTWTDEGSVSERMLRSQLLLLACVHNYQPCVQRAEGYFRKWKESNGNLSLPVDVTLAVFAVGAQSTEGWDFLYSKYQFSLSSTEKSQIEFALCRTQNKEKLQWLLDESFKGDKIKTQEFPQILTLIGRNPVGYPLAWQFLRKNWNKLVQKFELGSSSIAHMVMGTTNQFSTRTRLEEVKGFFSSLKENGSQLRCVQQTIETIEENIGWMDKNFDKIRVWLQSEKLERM
* hit, by the source's call; x = no result given.

SMILES	Xi reactivation	ERp5 block	S100A4 MyoIIA	esBAF inh	RAD54 inh	E-selectin induc	RAD52 inh	ERAP1 HTS inh
O=C(c1nnsc1S(=O)(=O)c1ccc(Cl)cc1)N1CCOCC1	0.0	5	-2	x	x	x	2	2
CCCNC(=O)N1CC(=O)N2[C@H](CO)[C@@H](c3ccc(-c4ccc(C)cc4)cc3)[C@H]2C1	0.0	1	5	x	x	-0.2	-3	1
CCCCCC(=O)Nc1cccc(S(=O)(=O)NC2=NCCC2)c1	0.2	-2	-1	-3	-17	x	4	-2
CCc1ccc(N2CCN(C(=O)c3ccc(OC)c(OC)c3)CC2)cc1	0.2	3	-1	19	0	-0.3	-14	-3
Cc1ccc(-c2nn(C)c(=O)c3ccccc23)cc1S(=O)(=O)NCCN(C)C	0.0	-8	0	x	x	2.2	-4	-4
O=C(OCCc1ccccn1)c1cccc([N+](=O)[O-])c1	0.3	6	-1	18	-17	-3.8	12	-2
Nc1nc(NC(=O)CCC(=O)O)nn1-c1ccccc1	-0.1	3	0	-6	-3	2.9	-10	x
O=C(CSCc1ccccc1F)NCc1ccc(F)cc1	-0.1	3	-5	10	-3	1.2	-23	-3
CCOC(=O)N1CCN(C(=O)c2ccc3c(=O)n(-c4ccccc4F)c(=S)[nH]c3c2)CC1	0.0	1	-2	-7	-7	-0.1	2	-2
CCC(=O)N(C)C[C@@H]1Oc2ncc(/C=C/c3ccccc3)cc2C(=O)N([C@@H](C)CO)C[C@H]1C	0.4	1	-3	-3	0	0.3	5	-1
O=C1NC[C@@H](CCCCN2C[C@H](Cc3ccc(O)cc3)N(Cc3ccccc3)C(=O)C2=O)N(Cc2ccccc2)C1=O	0.1	-1	-6	x	x	x	-79	-3
COc1ccc(N=C(NN)c2ccc3ccccc3n2)cc1	0.0	-4	5	x	6	x	-7	1
CCO[C@H]1OC(C(=O)N2CCN(Cc3ccccc3)CC2)=C[C@@H](c2cn(C(C)=O)c3ccccc23)[C@@H]1CCCO	-0.2	4	9	7	1	-0.3	11	-4
Cn1c(=O)c2c(-c3ccccc3)n(-c3cc([N+](=O)[O-])ccc3N)cc2n(C)c1=O	0.7	0	-1	1	-5	0.0	-6	13
O=C(CC1CC1)N1CC2(C1)[C@H](c1ccccc1)[C@H](CO)N2Cc1ccccn1	0.1	21	-19	x	x	0.2	-13	x
COC(=O)/C=C1/S/C(=N/NC(=O)c2ccccc2OC)NC1=O	0.1	3	0	-5	-16	x	-13	5
CCc1nc2ccccc2c(C(=O)Nc2cccc(C)c2)c1C	0.4	8	4	-1	6	x	-9	1
CCC(=O)NC[C@H]1[C@H](c2ccccc2)[C@H](CO)N1C(=O)C1CC1	0.5	3	-5	-2	-2	0.2	1	4
CC(=O)Nc1ccc(S(=O)(=O)NCc2cc(=O)n(C)c(=O)n2C)cc1	0.0	-6	-1	-6	8	x	1	1
Cc1cccc(C)c1OCC(=O)Nc1cccc(C(=O)O)c1	0.2	-8	-18	x	x	1.3	-6	-7
Cc1nn(-c2ccccc2)c2c1c(C)c(CCC(=O)NCC1CCCO1)c(=O)n2C (centres undefined)	0.0	-3	-12	-6	x	0.2	-12	1
OC[C@H]1[C@H](c2ccc(-c3cccnc3)cc2)[C@H]2CN(CC3CCOCC3)CCCCN21	x	8	-16	x	-3	x	36	-3
O=C(C[C@H]1C=C[C@H](NC(=O)C2CCC2)[C@H](CO)O1)NCc1ccccc1Cl	-0.1	-13	2	4	-14	-0.1	9	1
NC(=O)COC(=O)Cc1coc2cc3c(cc12)CCC3	0.1	-1	2	x	x	x	-13	-2
CCOc1cc(CN2CCN(C(=O)c3cccc4ccccc34)CC2)ccc1OC	0.0	-1	2	-10	-4	-0.8	-15	-2
O=C(Oc1ccccc1)c1cccc2cccnc12	x	6	2	-6	8	x	-3	-2
O=C(NCCc1ccccc1)[C@@H]1CC=C[C@@H]2CCN(C3CCCCC3)C(=O)[C@@H]21	0.0	-8	2	-11	-2	0.0	-11	-6
CC(C)N1CCC2(CC1)Oc1ccc(Br)cc1C1CC(c3cccnc3)=NN12 (centres undefined)	-0.1	3	-4	4	x	-0.1	-52	0
CCn1c(=O)c(C(=O)NCCc2ccc(OC)c(OC)c2)c(O)c2ccccc21	0.1	-1	-12	2	0	-0.1	-12	3
Cc1ccc(C(C(=O)NC2CCCCC2)N(CC2CCCO2)C(=O)CNC(=O)c2ccco2)cc1 (centres undefined)	x	-6	3	2	-3	x	-10	3
CCn1cc(/C=C(\NC(=O)c2ccccc2Cl)C(=O)N2CCOCC2)c2ccccc21	0.2	-4	-1	-7	-5	x	-39	4
CCCN(C)C[C@@H]1Oc2cc(C#C[C@H](C)O)ccc2S(=O)(=O)N([C@H](C)CO)C[C@@H]1C	0.0	1	-33	-3	5	-0.5	2	1
Cc1c(C)c2ccc(OC(C)C(=O)N[C@@H](Cc3c[nH]c4ccccc34)C(=O)O)c(C)c2oc1=O (some centres undefined)	x	-8	2	7	-9	x	2	1
O=C(CSc1nnc(CNC(=O)c2ccccc2F)o1)Nc1cccc(C(F)(F)F)c1	0.1	-2	2	-4	-2	x	-12	-6
CC(=O)C[C@@H]1SC[C@H](c2ccccc2)N1S(=O)(=O)c1ccc(C)cc1	-0.1	-3	-1	x	x	-0.1	-6	-4
CCOc1ccc(S(=O)(=O)N2CCOCC2)cc1NC(=O)C1CSC2(C)CCC(=O)N12 (centres undefined)	-0.1	5	19	x	-1	0.0	-15	-1
COc1ccc(Cl)cc1C(=O)Nc1ccc(Br)c(C)n1	0.0	1	1	61*	-11	x	-10	4
CCC(=O)N[C@@H]1C=C[C@H](CC(=O)NCC2CC2)O[C@H]1CO	-0.1	-1	-3	x	x	0.0	9	-3
CN(C(=O)CN1CCCCCC1)c1c(N)n(Cc2ccccc2)c(=O)[nH]c1=O	-0.1	-3	-4	-4	-6	x	-44	2
COC(=O)c1ccc(NC(=O)c2cccc(C)c2)cc1	0.0	-3	-2	28	6	x	-13	0
CCCC#Cc1ccc2c(c1)O[C@H](CN(C)C(=O)c1ccncc1)[C@@H](C)CN([C@H](C)CO)S2(=O)=O	-0.3	5	-2	9	-3	-0.1	20	-1
CS(=O)(=O)c1ccc(NS(=O)(=O)c2ccc(Cl)c(C(=O)NCc3ccco3)c2)cc1	-0.1	7	-4	-4	7	x	-9	5
CO[C@H]1CN(C)C(=O)c2ccc(NC(=O)c3cnccn3)cc2OC[C@@H](C)N(CCc2ccccc2)C[C@@H]1C	0.3	1	12	3	-6	0.0	-16	5
CCc1ccccc1NC(=O)Nc1ccon1	0.2	1	-5	3	13	0.4	-12	-3
CC(C)CN(C)C(=O)CCc1nnc(Cc2ccc(-c3ccccc3)cc2)o1	0.2	1	-18	16	1	x	-21	0
CC(NC(=O)c1cccc(Cn2cc([N+](=O)[O-])cn2)c1)c1ccc(C(C)(C)C)cc1 (centres undefined)	x	1	2	6	-3	x	-1	1
Cc1ccc(S(=O)(=O)N(C)C[C@H]2OCCCC[C@H](C)Oc3ccc(NC(=O)Nc4ccc(C(F)(F)F)cc4)cc3C(=O)N([C@H](C)CO)C[C@@H]2C)cc1	0.1	-7	17	2	2	x	-25	2
C=CCN1[C@@H](C)[C@H](c2ccccc2)Oc2cccc(N3CCCC(C)C3)c2S1(=O)=O (some centres undefined)	0.5	2	-4	x	x	x	-8	-1

Shown as a markdown table: part of the list above.
| smiles | Xi reactivation | ERp5 block | S100A4 MyoIIA | esBAF inh | RAD54 inh | E-selectin induc | RAD52 inh | ERAP1 HTS inh |
| --- | --- | --- | --- | --- | --- | --- | --- | --- |
| COC(=O)c1ccc(NC(=O)c2cccc(C)c2)cc1 | 0.0 | -3 | -2 | 28 | 6 | x | -13 | 0 |
| CC(NC(=O)c1cccc(Cn2cc([N+](=O)[O-])cn2)c1)c1ccc(C(C)(C)C)cc1 (centres undefined) | x | 1 | 2 | 6 | -3 | x | -1 | 1 |

Later entries:
SMILES	Xi reactivation	ERp5 block	S100A4 MyoIIA	esBAF inh	RAD54 inh	E-selectin induc	RAD52 inh	ERAP1 HTS inh
Cc1cc(C)c2c(=O)[nH]c(SCC(=O)Nc3cccc(S(=O)(=O)N(C)C)c3)nc2n1	0.0	1	1	1	-3	x	-30	-4
CO[C@H]1CN(C)C(=O)c2cc(NC(=O)Nc3ccc4c(c3)OCO4)ccc2OC[C@H](C)NC[C@@H]1C	0.3	-2	6	55*	1	0.4	-140	-1
COC(=O)[C@@]12CCCCN1[C@H](c1ccc(-c3cc(C(C)=O)cs3)cc1)[C@H]1C(=O)N(C)C(=O)[C@H]12	-0.3	-1	5	-5	-4	1.0	-18	x
O=C(C[C@@H]1CC[C@H](NC(=O)C2CCOCC2)[C@@H](CO)O1)NCc1ccncc1	0.3	3	-6	x	x	1.0	-5	-3
CN1C(=O)c2cc(NC(=O)c3ccccc3Cl)ccc2OC[C@@H]2O[C@@H](CC(=O)O)CC[C@H]21	0.3	1	-1	2	0	0.1	10	-1
CC(Cc1c[nH]c2ccccc12)NC(N)=O (centres undefined)	0.0	-10	3	-3	1	1.9	-8	1
Cc1noc(C)c1S(=O)(=O)N(C)C[C@@H]1Oc2ccc(NC(=O)Cn3cnnn3)cc2CC(=O)N([C@@H](C)CO)C[C@@H]1C	0.4	-4	29	-7	5	-6.7	-6	0
Nc1cnn(Cc2ccccc2F)c1	-0.8	0	-3	x	x	-0.7	-7	-1
CC1CCCCC1NC(=O)CCCN1C(=O)c2ccccc2C1=O (centres undefined)	0.3	-1	1	-2	-11	x	-7	0
O=C(N/N=C/c1c(F)cccc1Cl)c1ccc(Cn2cc(Br)cn2)o1	0.5	x	x	22	-7	8.8	x	x
COCc1ccc(-c2c(-c3ccsc3)sc3ccccc23)cc1	0.1	3	-5	-1	-4	-0.1	9	2
C[C@@H]1CN([C@H](C)CO)S(=O)(=O)c2ccc(C#Cc3ccncc3)cc2O[C@@H]1CN(C)C(=O)C1CC1	0.4	3	-4	x	-10	0.1	-11	-1
Oc1ccc(C[C@H]2CNCCN2CCC23CC4CC(CC(C4)C2)C3)cc1	0.0	4	-4	-86	7	0.1	-7	1
CCOC(=O)[C@]12CCCC=C1N(Cc1ccc(Cl)cc1Cl)C(=O)[C@H](CC(=O)NCC13CC4CC(CC(C4)C1)C3)C2	0.0	0	-6	x	x	-0.4	-10	x
COCCn1c(SCC(=O)Nc2ccccc2F)nc2c([nH]c3ccccc32)c1=O	0.3	-10	-4	x	-11	0.0	-19	-1
Cc1ccc(S(=O)(=O)N2[C@@H](c3cccc(C)c3)C(C(=O)O)=C[C@H]2C(C)(C)C)cc1	0.1	-3	2	-4	-11	0.1	-13	-1
COc1ccc(OC)c(S(=O)(=O)N2CCC3(CC2)CC(=O)c2ccccc2O3)c1	0.3	6	3	0	5	-1.3	0	0
C/C=C/c1ccc([C@@H]2[C@H](CO)N[C@H]2CN(CC(C)C)C(=O)c2ccccn2)cc1	0.5	6	-12	1	-3	0.0	-37	x
CCOC(=O)C1=CCN(S(=O)(=O)c2cccc(Cl)c2)C1c1cccc(Br)c1 (centres undefined)	0.1	1	-1	x	x	-0.2	-14	0

Marked active in esBAF inh, of those listed so far:
smiles	ERp5 block	S100A4 MyoIIA	esBAF inh	RAD52 inh	ERAP1 HTS inh
COc1ccc(Cl)cc1C(=O)Nc1ccc(Br)c(C)n1	1	1	61*	-10	4
CO[C@H]1CN(C)C(=O)c2cc(NC(=O)Nc3ccc4c(c3)OCO4)ccc2OC[C@H](C)NC[C@@H]1C	-2	6	55*	-140	-1

The order is random, and some 2.5% of all compounds hit somewhere here.
